Screening results: PubChem BioAssay, National Center for Advancing Translational Sciences (NCATS)
EPAC2 ag: activates human EPAC2 exchange factor; EPAC2 activation, biochemical qHTS; response scale: 100% = 6.5 mM cAMP response; 360,000 tested, 0.079% active; AID 720711; Q8WZA2; Potency, µM (top dose mostly 154 µM), for inactives: at the highest dose activation, actives largely listed as activators; further: potency means the concentration at half of the fitted maximal effect; nearly all actives have a fitted effect of over 50% in size
Target sequence (Q8WZA2 whole entry, looked up): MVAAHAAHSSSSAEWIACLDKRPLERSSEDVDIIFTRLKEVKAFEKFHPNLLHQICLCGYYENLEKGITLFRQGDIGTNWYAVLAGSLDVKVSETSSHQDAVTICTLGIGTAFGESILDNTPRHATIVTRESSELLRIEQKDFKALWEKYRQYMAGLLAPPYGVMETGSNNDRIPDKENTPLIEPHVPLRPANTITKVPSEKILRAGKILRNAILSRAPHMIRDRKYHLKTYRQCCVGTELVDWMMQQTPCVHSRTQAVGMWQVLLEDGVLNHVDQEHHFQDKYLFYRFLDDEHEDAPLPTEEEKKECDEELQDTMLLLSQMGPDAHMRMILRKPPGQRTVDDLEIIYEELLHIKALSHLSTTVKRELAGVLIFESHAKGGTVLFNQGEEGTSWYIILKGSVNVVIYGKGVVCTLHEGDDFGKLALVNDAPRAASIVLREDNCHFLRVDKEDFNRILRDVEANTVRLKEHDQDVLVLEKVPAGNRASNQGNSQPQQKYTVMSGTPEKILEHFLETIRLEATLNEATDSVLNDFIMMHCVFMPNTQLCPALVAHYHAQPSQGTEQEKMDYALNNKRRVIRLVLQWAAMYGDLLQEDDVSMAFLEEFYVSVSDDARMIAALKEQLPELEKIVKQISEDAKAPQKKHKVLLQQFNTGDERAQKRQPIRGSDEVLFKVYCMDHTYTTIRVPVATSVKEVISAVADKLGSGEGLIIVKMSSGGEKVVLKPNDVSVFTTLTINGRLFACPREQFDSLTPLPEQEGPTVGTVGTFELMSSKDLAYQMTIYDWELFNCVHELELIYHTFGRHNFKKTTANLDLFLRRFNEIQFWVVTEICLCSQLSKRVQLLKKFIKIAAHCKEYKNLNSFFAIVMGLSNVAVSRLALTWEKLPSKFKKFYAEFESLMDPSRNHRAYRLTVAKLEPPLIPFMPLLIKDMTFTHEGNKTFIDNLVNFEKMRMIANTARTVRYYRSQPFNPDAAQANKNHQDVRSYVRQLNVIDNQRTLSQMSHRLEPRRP
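Each well held 100 nM EPAC2, 250 nM RAP1B-BODIPY-GDP and 50 uM GDP. Fluorescence, read at 5-min intervals to 30 min, was referenced to a 6.5 mM cAMP positive control.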
Mm-Cpn inhibitor: inhibitors of Methanococcus maripaludis chaperonin (MmCpn). purified Mm-Cpn ATPase, ADP Transcreener TR-FRET. Potency, µM (top dose mostly 76.9 µM), for inactives: at the top dose activity, negative = inhibition, actives largely listed as inhibitors. 330,000 tested, 0.031% active; further: potency means the concentration at half of the fitted maximal effect; on the % scale 0 is the no-effect control and ±100 the full control effect; nearly all actives have a fitted effect of over 80% in size
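ATPase read-out: TR-FRET ADP immunoassay (anti-ADP Eu cryptate vs ADP-d2), ex 320 nm, em 590/665 nm; signal drops as ADP forms. Enzyme 25 nM, ATP 10 uM, 30 min at 37°C after 10 min compound preincubation.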
pAkt inh: Akt phosphorylation inhibition | Neuro2A IGF-stimulated pAkt S473 HTRF, 20 min; hits give low values | activity change, % for hits at 50 µM | 360,000 tested, 0.32% active | AID 651550; in the data active means activity change below about -80%; inconclusive means mostly about -51% to -80%; further: on the % scale 0 is the no-effect control and ±100 the full control effect
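Single-point screen (50 µM final compound) in Neuro2A cells stimulated 20 min with 6 nM IGF at 37 deg C. After lysis, Ser473-phosphorylated Akt read by HTRF (ex 330 nm, em 615/665 nm) as the 665/615 ratio.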
A549 viability: counter-screen for Nrf2 inhibitors: cytotoxicity in A549 cells; Potency, µM (doses to about 46 µM), inactives show at the top dose activity change, negative = cytotoxicity, usual class: inhibitors; 390,000 tested, 0.16% active; A549 ARE-Fluc cells, CellTiter-Fluor viability, 18-24 h; AID 504648; further: potency means the concentration at half of the fitted maximal effect; on the % scale 0 is the no-effect control and ±100 the full control effect
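A549 ARE-Fluc cells in 5% FBS OPTI-MEM, 5000 cells/well, rested 2 h then exposed to compounds in concentration-response for 18-24 h at 37 °C. Viability by CellTiter-Fluor fluorescence (Ex 405/Em 525) after 30 min; luciferase luminescence (BugLite, 15 min, RT) read afterwards.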
TGFb SMAD3 inh: inhibitors of TGF-b signaling | HepG2 CAGA-GFP TGF-b/SMAD3 reporter, GFP fluorescence, 18 h; TGF-beta stimulated, 500 pg/mL final | Potency, µM (top dose mostly 46.1 µM), for inactives: at the highest dose activity, negative = inhibition, most hits filed as inhibitors | 410,000 tested, 1.2% active | AID 588855; further: potency means the concentration at half of the fitted maximal effect; on the % scale 0 is the no-effect control and ±100 the full control effect; nearly all actives have a fitted effect of over 65% in size
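HEPG2 CAGA-GFP cells (1000/well, DMEM with 1% FBS) were pre-incubated 2 h at 37 degrees C, given compound by pin tool, then stimulated with TGF-beta at 500 pg/mL final for 18 h before per-cell GFP fluorescence imaging.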
CCT chaperon mod: cytosolic chaperonin activity modulation; activity change, % (test concentration not listed), hits read low; 360,000 tested, 0.3% active; purified chaperonin ATPase assay, HTRF ADP detection, 30 min; in the data active means activity change below about -30%; further: on the % scale 0 is the no-effect control and ±100 the full control effect
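TRiC (40 or 20 nM final, by batch activity) in 30 mM Tris pH 7.4, 100 mM KCl, 5 mM MgCl2, 1 mM DTT was treated with compound at 76 uM single dose, then 10 uM ATP, 30 min at 37 °C. ADP was read by HTRF Transcreener.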
Nrf2 ARE act: Nrf2 pathway activation; 410,000 tested, 0.31% active; AREc32 ARE-luciferase reporter (MCF7-derived line), luminescence, 24 h; Potency, µM (top dose mostly 46.1 µM), without a hit: at the top dose activation, actives largely listed as activators; further: potency means the concentration at half of the fitted maximal effect; % of control where 0% means no effect; nearly all actives have a fitted effect of over 65% in size
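AREc32 cells carrying an ARE-driven firefly luciferase, 1000 cells/well in OPTI-MEM with 5% FBS, dosed after overnight attachment and incubated 24 hr at 37 deg C. Steady-Glo luminescence read after 30 min at RT.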
Nrf2 block: blocks Nrf2 signaling; A549 ARE-Fluc reporter, luciferase luminescence, 18-24 h; Potency, µM (highest dose often 46 µM), inactives show top-dose activity change, negative = inhibition, hits mostly inhibitors; 360,000 tested, 2.1% active; AID 504444; further: potency means the concentration at half of the fitted maximal effect; on the % scale 0 is the no-effect control and ±100 the full control effect; nearly all actives have a fitted effect of over 60% in size
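Quantitative HTS in A549 cells stably bearing an antioxidant response element-firefly luciferase construct. Inhibition of Nrf2-driven transcription was scored by luminescence after 18-24 h of compound exposure at 37 °C.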
EPAC2 antag: EPAC2 (human) antagonism | Q8WZA2 | EPAC2 GEF exchange of Rap1B-BODIPY-GDP, fluorescence | Potency, µM (top dose mostly 114 µM), without a hit: top-dose activity, negative = inhibition, usual class: inhibitors | 360,000 tested, 0.18% active | AID 720708; further: potency means the concentration at half of the fitted maximal effect; on the % scale 0 is the no-effect control and ±100 the full control effect; nearly all actives have a fitted effect of over 45% in size; many of its hits are not listed in these tables
Numbers without * were called inactive; i = inactive; u = inconclusive; x = no result given; [ ] = another dose, or the depositor's remark. Unless noted, the call rests on the fitted dose curve; in most records, active means well fitted curve in the direction sought with a large enough effect; inconclusive means small, poorly fitted or top-dose-only effect, or another doubt; inactive means no such curve, though single readings can be large; an effect the other way counts as inactive or inconclusive. An excerpt; count on the stated rates, not on these rows.

Molecule	EPAC2 ag	Mm-Cpn inhibitor	pAkt inh	A549 viability	TGFb SMAD3 inh	CCT chaperon mod	Nrf2 ARE act	Nrf2 block	EPAC2 antag
CC(=O)NCCC(=O)NCc1ccc(F)cc1	3%	1%	i	12%	1%	0.5	-0.6%	14%	-2%
COc1ccccc1NC(=O)c1ccccc1NS(=O)(=O)c1cccs1	2%	2%	i	-6%	-21%	-0.5	-0.4%	-21%	u
Cc1onc(-c2c(F)cccc2Cl)c1C(=O)Nc1cc(S(=O)(=O)N2CCCCC2)ccc1O	3%	x	i	u	u	-2.1	-0.1%	u	-18%
Cc1nn2cc(-c3cccc(Cl)c3)cnc2c1Cl	-1%	1%	i	-22%	0%	-1.9	7.8%	u	1%
CC(=O)NC(C)C(=O)OCC(=O)Nc1ccc(Br)cc1 (centres undefined)	-5%	3%	i	-1%	21%	-0.2	0.0%	-3%	-3%
CCOc1ccccc1CN1CCN(Cc2cc(=O)c3ccccc3[nH]2)CC1CCO (centres undefined)	9%	-1%	i	-3%	-8%	-1.3	0.3%	2%	9%
CC(C)c1ccc(NC2(C#N)C(=O)Nc3ccccc32)cc1 (centres undefined)	10%[15.6 µM]	0%	x	-6%	-31%	1.1	4.7%	23%	0%
CC(=O)Nc1nc2ccccc2n1Cc1ccc(Cl)cc1	4%	0%	i	0%	u	-0.3	0.5%	u	-23%
CC(=O)Nc1ccc(NC(=O)Cn2c(CC(=O)N3CCCC3)nc3ccccc32)cc1	0%	-1%	x	-10%	6%	-1.2	-0.2%	x	8%
Cc1c(Cl)cccc1NC(=O)COC(=O)CCc1nc2ccccc2n1-c1ccccc1	-1%	0%	i	-4%	0%	3.8	-0.2%	4%	8%
CC(NCC1(N2CCOCC2)CCCCC1)C(=O)N1CCc2ccccc21 (centres undefined)	4%	-1%	i	16%	-1%	0.3	0.1%	-6%	6%
COc1ccc(-c2nnc3ccc(SCC(=O)N4CCCCCC4)nn23)cc1OC	4%	-24%	i	-5%	5%	-1.6	2.1%	-17%	3%
CC(=O)C1C(c2ccco2)c2c(noc2C)CC1(C)O (centres undefined)	10%	x	i	-30%	6%	-1.1	-0.1%	u	-1%
CCO/C(C)=C1\C(=O)N(CC)c2ccccc21	-4%	0%	i	-1%	4%	-1.7	0.2%	x	-1%
Cc1ccc(-c2noc(C3CCCCC3)n2)cc1	11%	1%	i	-2%	-2%	-5.1	3.4%	u	0%
CC(Sc1nnc(-c2cccs2)n1N)C(=O)NCC1CCCO1 (centres undefined)	5%	u	i	-8%	2%	1.4	-0.3%	-4%	4%
COc1ccc(C2=NOC(COc3ccc([N+](=O)[O-])cc3)C2)cc1 (centres undefined)	10%	0%	i	8%	-20%	-3.4	0.8%	u	-8%
CCn1c(SCC(=O)Nc2cccc(Cl)c2)nnc1-c1nonc1NC(C)=O	x	x	x	5%	0%	x	2.5%	-9%	x
COc1ccc(-c2[nH]c(-c3ccc(C)cc3)nc2SCC(=O)NCc2ccco2)cc1OC	-2%	0%	i	-1%	15%	-8.6	2.7%	11%	-4%
CC(C)c1ccc(NC(=O)NC2CC3CCC(C2)N3Cc2cccs2)cc1 (centres undefined)	7%	-4%	i	12%	6%	-6.1	-0.9%	-2%	24%
CCCCc1ccc(-c2csc(/C(C#N)=C/c3ccco3)n2)cc1	-4%	-2%	i	u	9%	-1.5	2.5%	u	0%
COc1ccccc1N1CCN(C(=O)CCCN2C(=O)c3cccc4cccc(c34)C2=O)CC1	2%	4%	i	-3%	u	2.4	2.3%	u	2%
O=C(c1ccccc1-c1ncc[nH]1)N1CCCC(Nc2ccc(F)cc2)C1 (centres undefined)	-3%	-7%	i	5%	1%	-0.4	0.4%	-12%	10%
O=C(Nc1cccc(S(=O)(=O)NC2=NCCC2)c1)c1cc(-c2ccccn2)nc2ccccc12	15%	-5%	i	3%	-10%	-2.7	-0.2%	5%	1%
Cc1cc(OC(C)C(=O)NCc2cccnc2)c2c(C)c(C)c(=O)oc2c1 (centres undefined)	15%	-1%	i	5%	32%[activator]	-1.8	0.1%	-9%	2%
O=c1[nH]c(C2CCN(S(=O)(=O)c3cccc([N+](=O)[O-])c3)CC2)nc2c1nnn2Cc1ccccc1	7%	-1%	i	2%	0%	-1.7	-0.4%	6%	-17%
CN(Cc1cccc(Cl)c1Cl)C(=O)c1cccc(S(=O)(=O)N2CCN(Cc3ccccc3)CC2)c1	12%	0%	i	-16%	8.9µM*	-0.5	-0.5%	13µM*	1%
CC(=O)c1ccc(S(=O)(=O)NCCOc2ccccc2)cc1	-2%	x	i	x	3%	-0.5	-0.5%	x	-4%
COc1ccc(NC(=S)NC(=O)/C=C/c2ccco2)c(OC)c1	11%	1%	i	-1%	-11%	-0.6	-0.4%	3%	u
CCCCn1c(CCC(=O)O)nc2cc(S(=O)(=O)N(CC)CC)ccc21	1%	u	i	-3%	-3%	1.2	0.0%	-5%	2%
COc1ccc(OC)c(N=Cc2c(O)c3ccccc3oc2=O)c1	u	2%	i	0%	0%	1.0	1.8%	-22%	24%
COc1ccccc1CNC(=O)COc1ccccc1C(=O)c1cnn(-c2ccccc2)c1	21%	u	i	-2%	-29%	0.0	9.7%	13%	3%
CCOC(=O)C1CCN(S(=O)(=O)c2ccc(OCC(=O)OC)cc2)CC1	-2%	1%	i	-2%	0%	5.0	-0.1%	0%	11%
O=C(N/N=C/c1cc([N+](=O)[O-])ccc1O)/C(=C\c1cccs1)NC(=O)c1ccccc1	0%	2%	i	u	-8%	-0.6	-1.2%	u	-1%
CC(C)CC(c1nnnn1C(C)C)N1CCN(c2cccc(Cl)c2)CC1 (centres undefined)	13%	0%	i	-5%	19%	-0.9	-0.1%	-30%	6%
CCC(CC)C(=O)Nc1cc(C(=O)OC)ccc1C(=O)OC	-4%	-3%	i	1%	-8%	-2.3	-0.7%	10%	-13%
CCN1C(=O)[C@H]2[C@@H](c3ccc(-c4ccc(Cl)c(Cl)c4)cc3)N[C@@](C)(C(=O)OC)[C@H]2C1=O	9%	0%	i	0%	-17%	-0.6	4.5%	u	-10%
CCN(Cc1ccccc1)C(=O)c1nc(-c2cccc(F)c2)n2c1CCCCC2	x	x	x	-7%	u	x	0.6%	u	x
CCn1cc(CN(C)C(=O)CSc2nc(-c3ccco3)cc(C(F)(F)F)n2)c(C)n1	-1%	x	i	-11%	-3%	-1.0	-0.1%	u	-7%
O=C(C1COc2ccccc2O1)N1CCc2ccccc2C1 (centres undefined)	-7%	0%	i	0%	-6%	-3.1	3.2%	x	8%
COc1ccc(C2c3ccc(O)cc3Oc3ncn(CCN4CCOCC4)c(=N)c32)cc1OC (centres undefined)	0%	-2%	i	-1%	2%	1.3	0.5%	-6%	-5%
COCCn1c(-c2ccc(Cl)cc2)nc2oc3cc(OC)ccc3c(=O)c2c1=O	2%	-1%	i	-1%	-1%	-1.4	-0.5%	-21%	-4%
Cc1ccc(N2CC(O)Cn3c2nc2c3c(=O)[nH]c(=O)n2C)cc1 (centres undefined)	-2%	u	i	-1%	-2%	-2.1	-0.5%	-9%	1%
COc1ccc(CCNC(=O)CSCc2ccc(C)cc2)cc1OC	1%	x	i	3%	7%	-0.7	-0.5%	2%	8%
Cc1cccc(C(=O)NCC(=O)OCc2nnc(-c3ccccc3)o2)c1	4%	-1%	i	-10%	7%	-1.5	7.9%	7%	2%
COc1ccccc1NC(=O)C1CCN(S(=O)(=O)c2ccc3c(c2)oc(=O)n3C)CC1	x	x	x	7%	-23%	x	-1.7%	0%	x
CC1(C)Cc2ccccc2-c2nc(CN3CCOCC3)[nH]c(=O)c21	-3%	0%	i	3%	2%	1.2	-0.6%	-19%	9%
CCOC(=O)C1=C(C)N=c2s/c(=C/c3ccco3)c(=O)n2C1c1cccc(OC)c1 (centres undefined)	12%	-3%	i	-22%	-2%	0.8	8.6%	u	14%
CC1(Cc2cccc(C(N)=O)c2)C(=O)Nc2c(Cl)cccc21 (centres undefined)	7%	x	i	x	12%	1.9	0.6%[9.22 µM]	x	-4%
O=C(NCc1ccc2c(c1)OCO2)c1ccc(Br)cc1	8%	0%	i	-1%	5%	-2.7	3.4%	-3%	3%
CCN(CC)C(=O)CSC1=Nc2ccccc2C2=NC(c3ccccc3)C(=O)N12 (centres undefined)	7%	0%	i	7%	-16%	-0.8	3.4%	12%	-17%
CCc1ccc(C(=O)C(C)OC(=O)CN2C(=O)NC3(CCCC3)C2=O)cc1 (centres undefined)	8%	x	i	2%	0%	-0.5	1.3%	14%	7%
COc1ccccc1NC(=S)NC12CN3CN(CN(C3)C1)C2	6%	u	i	-6%	-1%	-0.9	-0.5%	3%	-2%
O=C(O)c1ccc(NC(=O)C2(c3ccccc3)CCOCC2)cc1	13%	0%	i	14%	27%	-1.0	-0.4%	x	-4%
